Screening data as filed in PubChem BioAssay.
TbMetRS inhib – blocks T. brucei methionyl-tRNA synthetase activity; AID 624268; purified T. brucei MetRS, ATP depletion, Kinase-Glo luminescence; 360,000 tested, 0.4% active; inhibition, % at 11.9 µM;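 active = inhibition above a per-plate cutoff of the control wells' mean inhibition plus 3 SD, cut at about 5.5% in these data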;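 note: 0% = DMSO wells median and 100% = median of wells with control inhibitor compound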
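Test system: purified T. brucei MetRS enzyme. Also added: ATP, methionine and E. coli bulk tRNA substrates. Compound: 11.9 µM single point. Schedule: 15 min enzyme-compound preincubation, 2 h reaction, 10 min detection, 25 °C. Signal: luciferase luminescence of residual ATP, Kinase-Glo. Evaluation: percent inhibition versus plate control medians. Controls: DMSO wells, low control.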
Rin1 Abl inh – inhibitors of human Rin1-Abl protein interaction; TR-FRET Rin1/Abl binding, biochemical; inhibition, % at 7.35 µM; 360,000 tested, 0.4% active; AID 588664; in the data active = inhibition above about 5%, passing the limit was not always enough
MsrA act – activates bovine MsrA enzyme | AID 602163 | purified bovine MsrA, absorbance read-out | 360,000 tested, 0.3% active | activation, % at 10.6 µM; in the data active = activation above about 7.5%;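 note: 0% = vehicle and 100% = reference activator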
MsrA inhibitor – inhibitors of bovine MsrA; purified bovine MsrA, absorbance read-out; inhibition, % at 15.5 µM; 360,000 tested, 0.75% active; in the data active = inhibition above about 4.5%;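 note: 0% = vehicle wells with enzyme and 100% = reference inhibitor wells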
Neddyl block – blocks human cullin neddylation; P61081+Q13564; TR-FRET cullin neddylation, biochemical; calls only at 25 µM; 360,000 tested, 0.58% active; in the data active = inhibition above about 36%
Target sequence (P61081 whole entry, looked up): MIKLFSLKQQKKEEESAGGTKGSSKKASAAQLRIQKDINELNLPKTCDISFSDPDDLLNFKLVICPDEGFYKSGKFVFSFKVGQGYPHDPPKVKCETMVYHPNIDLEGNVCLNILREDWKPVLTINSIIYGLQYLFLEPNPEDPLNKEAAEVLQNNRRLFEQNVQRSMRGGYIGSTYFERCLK
Target sequence (Q13564 whole entry, looked up): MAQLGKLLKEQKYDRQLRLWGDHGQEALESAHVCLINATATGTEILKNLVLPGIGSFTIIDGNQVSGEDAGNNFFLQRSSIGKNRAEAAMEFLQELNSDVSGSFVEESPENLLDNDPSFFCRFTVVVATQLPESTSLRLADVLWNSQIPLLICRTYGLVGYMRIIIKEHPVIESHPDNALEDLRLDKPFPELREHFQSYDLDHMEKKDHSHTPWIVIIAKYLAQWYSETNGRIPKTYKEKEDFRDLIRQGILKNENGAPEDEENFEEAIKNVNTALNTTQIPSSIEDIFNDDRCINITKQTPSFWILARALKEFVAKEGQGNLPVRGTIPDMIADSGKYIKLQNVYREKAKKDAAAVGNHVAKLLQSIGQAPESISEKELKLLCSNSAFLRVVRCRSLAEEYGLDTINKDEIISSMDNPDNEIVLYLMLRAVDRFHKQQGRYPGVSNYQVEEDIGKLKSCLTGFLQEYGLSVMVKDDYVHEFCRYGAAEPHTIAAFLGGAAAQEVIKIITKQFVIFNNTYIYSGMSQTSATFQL
MLLE-PAM2 inh – blocks PAM2 peptide binding to the PABP1 MLLE domain. P11940. GST-MLLE / FITC-PAM2 fluorescence polarization. inhibition, % at 20 µM. 360,000 tested, 0.36% active. AID 588489; in the data active = inhibition above about 35%, passing the limit was not always enough;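 note: plate controls were DMSO wells with GST-MLLE for no effect and wells lacking GST-MLLE protein for full effect; some results filed as inactive read as strong as hits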
FAS-TE inh – FAS thioesterase (human) inhibition | inhibition, % at 15 µM | recombinant FAS-TE, OMFH fluorogenic substrate, fluorescence endpoint | 360,000 tested, 0.67% active | P49327;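 active = compounds whose normalised, plate-corrected inhibition of enzyme fluorescence in the single-dose primary screen is 50% or more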;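 note: 0% = DMSO with enzyme and 100% = substrate without enzyme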
E coli Lon inh – inhibitors of E. coli Lon protease | purified E. coli Lon protease, fluorescence polarization | inhibition, % at 7.94 µM | 360,000 tested, 0.42% active | AID 602123; in the data active = inhibition above about 13%, passing the limit was not always enough;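 note: 0% = enzyme with probe and DMSO and 100% = no enzyme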
CSN deneddyl inh – inhibitors of human CSN-mediated cullin deneddylation; Q92905; Purified CSN, SCF-Nedd8-OG deneddylation, fluorescence polarization; inhibition, % at 12.5 µM; 360,000 tested, 0.38% active;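 active = pattern-corrected inhibition above about 35%, with an unprinted fluorescence ratio check between 0.5 and 1.5, limit read from the data, passing the limit was not always enough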;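 note: 0% = enzyme with substrate and 100% = substrate without enzyme; some results filed as inactive read as strong as hits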
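Material: purified human Csn5 enzyme expressed in HEK293T cells / Medium: Tris buffer pH 7.5, NaCl, DTT, Tween-20, trehalose, ovalbumin / Compound dosing: 12.5 µM single point / Schedule: 90 min incubation of compound, enzyme and substrate at room temperature / Signal: fluorescence polarization of the substrate / Control set: no-enzyme wells high, enzyme-with-substrate wells low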
* hit, by the source's call; i = inactive; . = no result given.

entry	SMILES	MLLE-PAM2 inh	TbMetRS inhib	MsrA act	MsrA inhibitor	E coli Lon inh	Rin1 Abl inh	Neddyl block	CSN deneddyl inh	FAS-TE inh
1	Cc1onc(-c2c(F)cccc2Cl)c1C(=O)N(C)C1CCCCC1	9	-0.5	-2	-0.5	-5	2	i	2	4
2	Cc1ccc(N=Nc2ccc(O)cc2)c(Br)c1	11	-2.0	-7	0.7	-2	-1	i	-5	34
3	CCOc1ccccc1CN1CCN(CC2=Cc3cc(OC)ccc3OC2)CC1CCO (configuration not stated)	-12	-0.9	-1	2.9	5	-1	i	2	0
4	O=C(Nc1nc2ccccc2[nH]1)c1cccc(Cl)c1	10	-0.6	-3	-0.3	4	1	i	-3	1
5	COc1ccc(/C=C/C(=O)NCc2cnn(C)c2C)cc1COc1ccc(Br)cc1	-7	2.6	3	.	3	-3	i	1	13
6	Cc1nn(C)c(NC(=O)c2ccc([N+](=O)[O-])cc2)c1Cl	5	-0.9	-3	-0.9	-1	0	i	-4	0
7	CN(C)S(=O)(=O)c1ccc2c(c1)nc(CCC(=O)Nc1ccc(N3CCOCC3)cc1)n2C	1	-0.9	-13	1.7	10	2	i	-5	-3
8	C[C@H](NC(=O)c1ccccc1Cl)C(=O)OCC(=O)N1CCN(c2ccccc2)CC1	2	-0.4	1	-0.5	-15	1	i	-1	-4
9	Cc1ccc(CN2[C@@H]3c4ccccc4C[C@@H]3OCCS2(=O)=O)cc1	-2	-0.4	-2	0.9	11	3	i	-1	5
10	Cn1cccc1C(=O)NC(=O)COC(=O)C12CC3CC(CC(O)(C3)C1)C2	-9	-1.5	-4	0.6	-1	-1	i	4	-4
11	COc1cc(O)c(C(CCN2CCN(c3ccccc3)CC2)c2ccc3c(c2)OCO3)c(OC)c1 (configuration not stated)	14	-0.1	-2	0.1	4	-1	i	-7	25
12	CCCC(=O)Nc1ccc(S(=O)(=O)N2CCc3ccccc32)cc1	-15	-0.5	-2	0.2	-6	2	i	2	9
13	COc1ccc(NC2CCCN(C(=O)CSc3ccccc3)C2)cc1OC (configuration not stated)	8	-0.5	-4	-0.3	8	1	i	3	-2
14	CCc1nc2c(c(=O)[nH]1)C(CC)(CC)Cc1ccccc1-2	3	-0.7	-9	1.7	-12	0	i	0	-2
15	Nc1c(C(=O)Nc2ccc(Br)cc2)sc2nc(N3CCOCC3)c3c(c12)CCCC3	11	0.1	-1	0.9	-9	-6	i	0	-7
16	Cc1c(NC(=O)C(C)OC(=O)COc2cccc3c2OC(C)(C)C3)c(=O)n(-c2ccccc2)n1C (configuration not stated)	3	0.1	-3	1.6	0	0	i	-2	-7
17	NC(=O)NC(=O)C(OC(=O)CCNS(=O)(=O)c1ccccc1)c1ccccc1 (configuration not stated)	-26	0.0	2	-1.6	-10	3	i	-7	-6
18	NS(=O)(=O)c1ccc2nc(NC(=O)Nc3ccccc3F)sc2c1	-13	0.1	-6	0.2	-5	-1	i	11	4
19	COc1cccc(CC(=O)OCC(=O)N2CCN(c3ccc(F)cc3)CC2)c1	-8	0.4	-6	-0.9	-2	4	i	7	1
20	O=C(CN1C(=O)COc2ccccc21)NCCN1CCc2ccccc2C1	-3	-1.1	-5	-0.5	-2	5	i	3	-9
21	CCCCN(C)CCNC(=O)CCNC(=O)Cn1ccc2ccccc2c1=O	12	-0.7	-6	-0.1	4	0	i	0	-3
22	COc1ccc(C2NCCC3(O)CCCCC23)c(OC)c1OC (configuration not stated)	-4	-0.3	-2	1.2	10	-1	i	-6	-6
23	CC(=O)Nc1cc[n+](CC(=O)c2cccc([N+](=O)[O-])c2)cc1	-17	-0.5	-2	0.4	-15	1	i	-2	-2
24	CC(C)C(NC(=O)c1cccc(S(=O)(=O)N2CCOCC2)c1)C(=O)NCCc1ccccn1 (configuration not stated)	-9	-0.2	-2	0.0	-2	-3	i	1	-2
25	Cc1ccc(NC(=O)C(C)S)cc1 (configuration not stated)	36	-1.0	-6	1.1	-1	0	i	1	-23
26	Cc1ccc(S(=O)(=O)N2CCN(C(=O)CCOc3cc(C)ccc3C)CC2)cc1	-9	-0.5	-3	-1.0	16	0	i	-5	30
27	O=C1NC[C@H](CCCCN2C[C@H](Cc3ccccc3)N(CCc3ccc(O)cc3)C(=O)C2=O)N(CCc2ccc(O)cc2)C1=O	.	-0.4	-4	0.5	-10	.	i	1	-5
28	CC(C)(C)OC(=O)NCc1ccc(NC(=O)c2nc[nH]c2C(=O)NCCCCNC(=O)c2[nH]cnc2C(=O)Nc2ccc(CNC(=O)OC(C)(C)C)cc2)cc1	1	-0.4	0	.	0	2	i	6	-7
29	COc1ccc(N2C(=O)c3ccccc3NC(=O)C2C(=O)NCCc2ccccc2F)cc1 (configuration not stated)	.	-0.1	.	-0.6	.	.	i	1	.
30	CC(C)(C)c1ccc(C(=O)Nc2ccc(Oc3cccnc3)nc2)cc1	2	0.0	-2	0.9	3	-2	i	-1	2
31	O=C(O)c1[nH]c2ccccc2c1CC(=O)N1CCN(c2ccccc2)CC1	-4	-1.3	-6	0.4	-19	2	i	2	-8
32	COc1cccc(/C=N/NC(=O)CNC(=O)c2ccc(S(=O)(=O)N3CCOCC3)cc2)c1OC	1	-0.4	-2	0.1	-19	-4	.	-2	-11
33	CCc1ccc(/C=C2/SC(=S)N(CCC(=O)NCCCN3CCOCC3)C2=O)cc1	1	-0.3	-1	0.3	-30	-2	i	3	1
34	Cc1n[nH]c(C)c1S(=O)(=O)N1CCc2ccccc21	-1	-0.7	-8	0.5	-4	-5	i	3	-16
35	COc1ccc([N+](=O)[O-])cc1NS(=O)(=O)c1cccc(C(=O)OC2CCOC2=O)c1 (configuration not stated)	3	-0.3	-7	1.1	2	1	i	0	-3
36	Cc1nc2ccccc2c2oc(C(=O)N3CCN(c4ccc([N+](=O)[O-])cc4)CC3)cc12	14	0.0	0	-0.9	-8	0	i	7	0
37	NNC(=O)c1ccc2[nH]c3c(c2c1)CCCC3	-41	-0.5	-4	0.3	0	-1	i	2	-1
38	CCc1nnc2sc(-c3ccc(NC(=O)c4ccc5c(c4)OCCO5)cc3)nn12	-28	0.0	1	1.1	-7	6	i	-3	-8
39	O=C(NCc1ccco1)C1(c2ccc(Br)cc2)CCCC1	13	-0.4	-5	-0.4	3	0	i	5	6
40	Cc1nc(N[C@@H](Cc2ccccc2)C(=O)O)c2oc3ccccc3c2n1	2	-0.4	-4	0.4	4	1	i	-5	-2
41	COc1ccc(Cc2c(-c3ccc(F)cc3)nc3ccc(Br)cn23)c(C)c1	-33	0.5	-2	-0.1	-17	0	i	1	-4
42	O=C(Cc1ccccc1)NCCSCc1ccco1	31	0.1	-3	1.1	-4	-2	i	7	-5
43	Nc1ccc(C(=O)c2ccccc2C(=O)O)cc1Cl	1	0.3	-3	0.3	-1	0	i	-2	-10
44	COc1cc(/C=N/OCC(=O)NC2CCCCC2C)ccc1OCc1ccc(Cl)cc1 (configuration not stated)	-16	-0.6	0	-0.1	-5	-2	i	-6	34
45	CCC1=NN(C(=O)Cc2ccccc2)C(O)(c2ccncc2)C1 (configuration not stated)	-104	-0.6	-4	-0.6	2	-4	i	2	-1
46	Cc1cnc(C(=O)Nc2ccc(N3CCCCC3)cc2)cn1	-33	-1.1	-12	1.2	-6	-4	i	10	-14
47	COc1ccc(/C(N)=N/OC(=O)CN(C)S(=O)(=O)c2ccccc2)cc1	-1	-0.7	-12	-0.5	6	4	i	-6	8
48	COc1ccc(NC(=O)c2oc3ccccc3c2NC(=O)C2CC2)cc1	-6	-0.5	-3	2.5	7	-3	i	2	16
49	O=C(CC1C(=O)N(c2ccc(F)cc2)C(=O)N1Cc1ccccn1)Nc1ccccc1 (configuration not stated)	-5	0.0	-5	-1.0	9	-1	i	0	-2
50	CC(=O)Nc1ccc(NCN2C(=O)C3C4CCC(C4)C3C2=O)cc1 (configuration not stated)	5	0.3	2	0.4	-11	0	i	-4	-5

New compounds follow
entry	SMILES	MLLE-PAM2 inh	TbMetRS inhib	MsrA act	MsrA inhibitor	E coli Lon inh	Rin1 Abl inh	Neddyl block	CSN deneddyl inh	FAS-TE inh
51	O=C(NCCCCCCNC(=O)c1ccccc1O)c1ccccc1O	-4	6.7*	-3	-1.1	3	0	i	3	2
52	O=C(NCc1cccc(C(F)(F)F)c1)c1ccc(=O)[nH]c1	10	0.0	-4	0.8	0	3	i	4	-4
53	O=C(c1c[nH]c(=O)n(-c2ccccc2)c1=O)N1CCc2ccccc21	5	0.1	-1	-0.6	-1	4	i	1	-5
54	O=C(c1cc(O)c(O)c([N+](=O)[O-])c1)c1ccccc1F	-5	-0.9	-11	3.1	9	-4	i	-9	22
55	CCN(CC)CCN1C(=O)C(=O)/C(=C(/O)c2c(C)[nH]c(C(=O)OC)c2C)C1c1ccc(C)o1 (configuration not stated)	8	2.1	-3	-0.3	-3	0	i	5	-7
56	COc1cc(S(=O)(=O)n2ccc(C)n2)c(OC)cc1Cl	12	-1.0	-9	-0.5	-6	7	i	0	-2

Rows were taken by chance; 4% or so of the library scored in one or more.
